HADH2 inhib = HADH2 (human) dehydrogenase inhibition; recombinant HADH2, NADH fluorescence, beta-hydroxybutyryl-CoA; Potency, µM (doses to about 57.1 µM), for inactives: at the highest dose activity change, negative = inhibition, actives largely listed as inhibitors; 73,000 tested, 3.4% active; AID 886; note: potency is the fitted concentration of half-maximal effect; % is set by controls: 0 for no effect and ±100 for the full control effect; nearly all actives have a fitted effect of over 60% in size; many of its hits are not listed in these tables
Target sequence (Q99714 whole entry, looked up, one chain of several): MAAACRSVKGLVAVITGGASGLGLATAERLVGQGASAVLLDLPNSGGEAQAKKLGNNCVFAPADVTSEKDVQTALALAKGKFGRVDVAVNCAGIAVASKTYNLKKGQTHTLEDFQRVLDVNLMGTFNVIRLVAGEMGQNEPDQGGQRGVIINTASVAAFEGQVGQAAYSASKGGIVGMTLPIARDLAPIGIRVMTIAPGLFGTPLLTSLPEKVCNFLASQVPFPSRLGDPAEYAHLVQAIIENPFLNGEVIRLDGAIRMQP
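E. coli-expressed His-tagged HADH2 tested at 20 nM in alkaline Tris buffer (pH 9.0); oxidation of 90 uM beta-hydroxybutyryl-CoA with 1 mM NAD+ tracked fluorimetrically for 4 min.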
FLuc inh = firefly luciferase inhibition; P08659; 72,000 tested, 2.2% active; Potency, µM (top dose mostly 57.1 µM), for the others: at the top dose activity change, negative = inhibition, usual class: inhibitors; purified firefly luciferase, luminescence, 8 min; note: potency is the fitted concentration of half-maximal effect; % is set by controls: 0 for no effect and ±100 for the full control effect; nearly all actives have a fitted effect of over 40% in size
Target sequence (P08659 whole entry, looked up): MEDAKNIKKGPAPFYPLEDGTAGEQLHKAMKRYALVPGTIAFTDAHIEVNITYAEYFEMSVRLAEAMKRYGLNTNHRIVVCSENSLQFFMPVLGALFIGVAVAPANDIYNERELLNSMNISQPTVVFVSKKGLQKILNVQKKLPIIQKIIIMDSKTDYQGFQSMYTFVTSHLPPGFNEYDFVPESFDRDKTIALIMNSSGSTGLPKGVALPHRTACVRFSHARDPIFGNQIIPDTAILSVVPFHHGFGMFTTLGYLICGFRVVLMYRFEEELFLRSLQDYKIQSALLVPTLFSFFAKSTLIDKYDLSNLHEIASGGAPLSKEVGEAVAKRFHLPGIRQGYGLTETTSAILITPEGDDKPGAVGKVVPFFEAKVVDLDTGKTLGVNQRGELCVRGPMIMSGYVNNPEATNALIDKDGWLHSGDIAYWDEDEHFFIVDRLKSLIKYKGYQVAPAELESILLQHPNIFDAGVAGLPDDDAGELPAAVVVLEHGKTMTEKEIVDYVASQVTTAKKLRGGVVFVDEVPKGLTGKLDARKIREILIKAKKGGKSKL
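qHTS concentration-response profiling: light output of P. pyralis luciferase with luciferin and 10 uM ATP, imidazole buffer pH 7.2. Read by luminescence after 8-min room-temperature incubation.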
CRE Fsk mod = alters forskolin-stimulated CRE reporter signaling in CHO cells. CHO CRE-bla reporter (cAMP response element driving beta-lactamase), forskolin EC10, beta-lactamase ratio. Potency, µM (highest dose often 38.2 µM), for the others: at the highest dose activity change, negative = inhibition, usual class: activators. 71,000 tested, 2.5% active. AID 662; active = well fitted activation curve with a large enough effect in the signal ratio, with a control signal flat, not every such curve was filed as active; inconclusive = small, poorly fitted or top-dose-only effect, or effect the other way, or a change in a side signal; the % refers to the signal ratio; note: potency is the fitted concentration of half-maximal effect; % of control where 0% means no effect
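Reporter-gene assay: CHO cells with beta-lactamase behind cAMP responsive elements, co-treated with compound and EC10 NKH 477 for 3 hours at 37 degrees Celsius. Activity came from the 460/530 nm CCF4 emission ratio.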
Tau fil binding = binds recombinant human tau filaments; P10636; recombinant tau filaments, thioflavin S fluorescence, 15 h; filaments grown with octadecylsulfate alongside compound; Potency, µM (series often up to 57.1 µM), for the others: at the highest dose activity change, negative = inhibition; 71,000 tested, 2% active;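 note: potency is the fitted concentration of half-maximal effect; % is set by controls: 0 for no effect and ±100 for the full control effect; actives lower thioflavin S fluorescence by blocking filaments or displacing dye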
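Thioflavine S fluorescence (ex 450, em 510 nm) reports filaments formed from 1 uM human tau plus 30 uM ODS over 15 h at 37 C (10 mM HEPES pH 7.4, 100 mM NaCl, 5 mM DTT); compounds displacing dye or blocking filaments lower signal.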
Rhodamine autofl = compound fluoresces in the rhodamine spectral region. Rhodamine-region fluorescence, 547/598 nm, Tris buffer; hits give high values. max dye-equivalent concentration, M. 59,000 tested, 0.05% active; in the data active = max dye-equivalent concentration above about 11 nM; inconclusive = between about 1.1 nM and that limit
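Intensities are converted to rhodamine-equivalent concentration using a six-point rhodamine standard on each plate. Compounds sit 15 min at room temperature in 100 mM Tris buffer, pH 8.0; read uses the 547/598 nm excitation/emission pair.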
ERK AVP inh = blocks ERK signaling stimulated by vasopressin. HEK293-V1b, vasopressin-stimulated pERK AlphaScreen. Potency, µM (top dose mostly 57.5 µM), without a hit: at the highest dose activity, negative = inhibition, hits mostly inhibitors. 72,000 tested, 0.99% active; note: potency is the fitted concentration of half-maximal effect; % is set by controls: 0 for no effect and ±100 for the full control effect; nearly all actives have a fitted effect of over 55% in size
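HEK293 cells stably expressing V1b receptor, seeded overnight in 1% FBS, were treated with compounds for 30 min at 37C, then stimulated 5 min with 25 nM vasopressin; phospho-ERK read by AlphaScreen SureFire after lysis.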
Hsp90 Hop PPI = changes Hsp90-Hop TPR2A binding signal, up or down. AID 595. AlphaScreen TPR2A-His6 binding biotin-Hsp90 C-terminal peptide. 71,000 tested, 0.44% active. Potency, µM (top dose mostly 57 µM), without a hit: at the top dose activity change, negative = inhibition; active = well fitted curve in either direction with a large enough effect; inconclusive = small, poorly fitted or top-dose-only effect, or another doubt; note: potency is the fitted concentration of half-maximal effect; % is set by controls: 0 for no effect and ±100 for the full control effect; many of its hits are not listed in these tables
HBB splicing = modulators of hemoglobin beta chain splicing; HBB splicing reporter cell assay, activation; EGFP reporter with mutant IVS2-654 intron; response scale: normalised to 500 nM splice-correcting PNA; Potency, µM (highest dose often 46.1 µM), for inactives: at the top dose activation, actives largely listed as activators; 65,000 tested, 0.06% active; AID 925; note: potency is the fitted concentration of half-maximal effect; 0% is about no effect
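HeLa cells stably expressing EGFP interrupted by mutant beta-globin intron 2 (IVS2-654), 500/well in 2% FCS. Treated with compound for 2 days at 37C. Splicing correction scored as total well GFP intensity (488 nm excitation, 500-520 nm emission); 500 nM antisense PNA served as control.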
15-hLO inh = inhibitors of human 15-lipoxygenase (ALOX15); Potency, µM (doses to about 57.1 µM), inactives show at the top dose activity change, negative = inhibition, hits mostly inhibitors; AID 887; P16050; 74,000 tested, 1.4% active; purified 15hLO-1, xylenol orange hydroperoxide absorbance; note: potency is the fitted concentration of half-maximal effect; % is set by controls: 0 for no effect and ±100 for the full control effect; nearly all actives have a fitted effect of over 55% in size
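Purified human 15hLO-1 (40 nM) in 25 mM Hepes pH 7.5, 0.01% Triton X-100, preincubated 15 min RT with compound, then 50 uM arachidonic acid for 6 min. Hydroperoxide read by ferrous/xylenol orange, 30 min; 573/405 nm absorbance ratio gave progress.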
Pol III holo inh = DNA polymerase III holoenzyme inhibition; reconstituted DNA polymerase III holoenzyme replication, biochemical; Potency, µM (top dose mostly 57.1 µM), for the others: at the top dose activity change, negative = inhibition; 71,000 tested, 0.25% active; AID 603; note: potency is the fitted concentration of half-maximal effect; % is set by controls: 0 for no effect and ±100 for the full control effect
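Reconstituted *E. coli* holoenzyme (0.35 nM Pol III, 1 nM beta, 154 nM SSB, 2 nM primase) was preincubated with compound for 15 min at RT. Synthesis on 1.4 nM ssM13Gori ran 35 min, then was stopped with PicoGreen/EDTA and read as dsDNA fluorescence.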
TexasRed autofl = compound fluoresces in the Texas Red spectral region; AID 587; 59,000 tested, 0.06% active; max dye-equivalent concentration, M; Compound fluorescence, Texas Red channel, 547/618 nm; hits give high values; in the data active = max dye-equivalent concentration above about 10 nM; inconclusive = between about 1.1 nM and that limit
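Spectral interference profiling: each compound concentration's relative fluorescence, read with a 547 nm excitation and 618 nm emission filter pair, was normalized to a per-plate Texas Red standard curve.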
An asterisk follows results filed as active; i = inactive; ? = inconclusive; . = not tested or not shown; & = joins results of further samples; [ ] = remark or other dose. Unless noted, calls come from the whole dose curve; as a rule, active = well fitted curve in the direction sought with a large enough effect; inconclusive = small, poorly fitted or top-dose-only effect, or another doubt; inactive = no such curve, though single readings can be large; an effect the other way counts as inactive or inconclusive.

Order of results: Tau fil binding | Hsp90 Hop PPI | FLuc inh | ERK AVP inh | 15-hLO inh | Pol III holo inh | CRE Fsk mod | HBB splicing | HADH2 inhib | Rhodamine autofl | TexasRed autofl
> CC1(C)CC(N(Cc2cccs2)C(=O)c2ccco2)CCO1 (stereo not given)
    16% | -4% | -3% | -29% | -5% | 0% | 3% | -0.2% | 2% | i | i
> Cc1cc(NC(=O)c2ccc(COc3ccc(Cl)c(C)c3)o2)no1
    164% | -3% | 2% | -2% | 5% | -3% | -7% | -0.4% | 12% | i | i
> CCC1CCCCN1CCCNC(=O)C1CCC(=O)N1Cc1ccc(C)cc1 (stereo not given)
    2% | 4% | 0% | -1% | 5% | 5% | -25% | -0.3% | 2% | i | i
> CC(=O)CSc1ncnc2nc[nH]c12
    2% | -4% | -1% | -15% | 4% | -8% | -8% | 4.2% | 7% | i | i
> CCCCS(=O)CC(COCc1ccccc1)OC(=O)CSc1nc(C)cc(C)n1 (stereo not given)
    14% | 0% | 4% | -3% | 0% | -5% | 3% | 1.3% | 2% | . | .
> COCCCNc1nc2c(c(=O)[nH]c(=O)n2C)n1CC(O)COc1ccccc1C (stereo not given)
    3% | -7% | 4% | ? | 2% | 2% | 13% | -0.7% | 3% | . | .
> COc1ccc(O[C@H]2C=C[C@@H](c3ccccc3)O[C@H]2COC(=O)CC/C(C)=N\O[C@@H](C)c2cn([C@H](CO)Cc3ccccc3)nn2)cc1
    . | . | 1%&1%[11.4 µM] | 5%&-5%[11.5 µM] | 1%&1%[11.4 µM] | . | . | 0.6%&-0.4%[9.22 µM] | 16%&4%[11.4 µM] | . | .
> CC(C)CNS(=O)(=O)c1ccc(CCC(=O)NCC2CCCO2)cc1 (stereo not given)
    -3% | -1% | -1% | -3% | -20% | -1% | 7% | -1.2% | ? | i | i
> CCOC(=O)C1=C(CNC2CCCCC2)NC(=O)NC1c1cc(C)ccc1C (stereo not given)
    -24% | -8% | 2% | -5% | -14% | -4% | 16% | -1.0% | 2% | i | i
> O=C1Nc2ccccc2C12OCC(COc1ccc(Cl)cc1)O2 (stereo not given)
    191% | 1% | 0% | -17% | -16% | -3% | -17% | -0.8% | 2% | i | ?
> COc1ccc(C(=O)Oc2c(C)occc2=O)cc1OC
    3% | -2% | -1% | -28% | 10% | -3% | ? | -1.6% | 21% | i | i
> CCOC(=O)CCNC(C)C1COc2ccccc2O1 (stereo not given)
    1% | -1% | -4% | 10% | 3% | -7% | -1% | . | 6% | i | i
> Cc1cnc(CNc2cc(-c3ccccc3Cl)ncn2)cn1
    0% | -5% | 3%[2.29 µM] | -21% | 0% | -3% | 7% | -0.9% | -2% | i | i
> CCOc1ccc(-n2cc(C(=O)Nc3cccc(C)n3)c3cc(OC)c(OC)cc3c2=O)cc1
    66% | -1% | -1% | 0% | -11% | -7% | ? | -0.3% | -17% | i | i
> O=C(NCC1CCCO1)C1c2ccccc2C(=O)N1C1CCCCCC1 (stereo not given)
    9% | -4% | 0% | 14% | 11% | 0% | -4% | 0.4% | 4% | i | ?
> COc1cccc(Cn2c(=O)c(-c3ccc(Cl)cc3)nc3cnc(N4CCOCC4)nc32)c1
    2% | -1% | 0%[11.4 µM] | 12% | 2% | -1% | ? | 0.4% | 10% | i | i
> COc1ccc(S(=O)(=O)Nc2cc(C(C)C)c(O)cc2C)cc1
    -10% | -4% | 0% | -7% | ? | 0% | -5% | -1.2% | ? | i | ?
> O=S(=O)(c1ccccc1)N1CCC[C@@]2(CCN(Cc3ccccc3)C2)C1
    -3% | -3% | 1%[11.4 µM] | 5% | 0% | -2% | -12% | 3.0% | -6% | i | i
> CCOC(=O)c1cc2c(=O)n3ccccc3nc2n(CCCOC)c1=NC(C)=O
    9% | -8% | 0% | 17% | -8% | -4% | ? | -2.3% | 20µM* | i | i
> O=C1CC(c2ccc3c(c2)OCO3)c2cc3c(cc2N1)OCCO3 (stereo not given)
    -4% | ? | -2% | -9% | -8% | 4% | ? | -1.7% | 1% | i | i
> CCOc1ccc(C(=O)N(C)C2CCS(=O)(=O)C2)cc1 (stereo not given)
    -4% | -6% | 0% | -15% | 13% | 8% | 1% | -0.9% | -1% | i | i
> COc1ccc(Cc2nnc(SCC(=O)NCCc3ccccc3)o2)cc1
    5%[11.4 µM] | -3%[11 µM] | -5% | 2% | 0%[11.4 µM] | -9%[11.4 µM] | -4%[7.6 µM] | -0.3%[0.0738 µM] | 1%[11.4 µM] | . | .
> CCOc1ccc2nc(N3CCC(C(=O)N4CCN(C(=O)c5ccco5)CC4)CC3)sc2c1
    39% | -7% | 7.9µM* | 5% | 4% | -1% | 8% | -0.6% | 2% | . | .
> Cc1nn(C)c(C)c1S(=O)(=O)N(CC(=O)NCc1cccs1)c1ccc(C(C)C)cc1
    100% | -1% | 0% | -8% | -1% | -10% | 9% | 0.1% | 0% | . | .
> COC(=O)c1c(C(=O)OC)c(C)n(Cc2ccco2)c1C
    0% | -3% | -3% | -8% | 11% | -10% | ? | -1.1% | 0% | i | i
> Cc1sc(NC(=O)c2ccc(Cl)s2)c(C(N)=O)c1C
    85% | -3% | 10µM* | ? | -9% | -8% | ? | 2.2% | 7% | i | i
> O=C(Nc1nccs1)c1cccc(S(=O)(=O)N2CCOCC2)c1
    3%[11.4 µM] | -5%[11 µM] | 1% | 19% | 1%[11.4 µM] | 2%[11.4 µM] | ? | -0.2%[0.0738 µM] | -11%[11.4 µM] | . | .
> CCN(CC)S(=O)(=O)c1ccc(NC(=O)c2c(-c3ccccc3)noc2C)cc1
    -13% | 5% | 1% | 7% | -15% | 5% | 3% | 0.1% | -9% | . | .
> COc1ccc(-c2nnn(CC(=O)N(CC(=O)NC3CCCC3)c3cccc(C)c3)n2)cc1OC
    -4% | -4% | 2% | -25% | -20% | -3% | ? | . | 6% | i | i
> O=C(NCCCN1CCN(CCCNC(=O)c2ccccc2F)CC1)c1ccccc1F
    7% | -2% | 2% | -5% | 9% | -4% | ? | 2.2% | -18% | i | i

New compounds follow:
Order of results: Tau fil binding | Hsp90 Hop PPI | FLuc inh | ERK AVP inh | 15-hLO inh | Pol III holo inh | CRE Fsk mod | HBB splicing | HADH2 inhib | Rhodamine autofl | TexasRed autofl
> CCOC(=O)C1CCCN(S(=O)(=O)Cc2ccccc2)C1 (stereo not given)
    -20% | -1% | 2% | -19% | 6% | -3% | -7% | 0.0% | ? | i | i
> CN1CCN(c2nc3c(c(=O)[nH]c(=O)n3C)n2Cc2cccc3ccccc23)CC1
    8% | 0% | 3% | 5% | -7% | -3% | ? | . | 3% | i | ?
> COc1cc(NC(=O)CCc2ccccc2)nc(OC)n1
    2% | 2% | -3% | -5% | 1% | 6% | 10% | 4.4% | 3% | i | ?
> COc1cccc(CNc2nn[nH]n2)c1OC
    2% | -8% | 0% | -26% | 5% | -11% | ? | 1.9% | 6% | i | i
> CC(=O)c1ccc(NC2OC(CO)C(O)C(O)C2O)cc1 (stereo not given)
    -2% | -5% | 0% | 2% | -11% | -1% | -2% | . | 14% | i | i
> O=C(CCn1c(=S)[nH]c2ccccc2c1=O)NCCCN1CCCC1=O
    -1% | -3% | 1% | 11% | 3% | -2% | ? | 1.4% | -17% | i | ?
> OCCN(CCO)c1ncnc2nc[nH]c12
    -1%[11.4 µM] | -2%[11 µM] | -1%[11.4 µM] | 26%[11.5 µM] | 9%[11.4 µM] | -1%[11.4 µM] | 7%[7.6 µM] | -1.7%[9.22 µM] | -9%[11.4 µM] | i | i
> CCCCNC(=O)CCCCCNS(=O)(=O)c1ccc(OC)cc1
    13% | -3% | 0% | 2% | 8% | 0% | 20% | 2.1%[1.84 µM] | 7% | i | i
> COC(=O)C1=C(CSc2nc3ccccc3o2)NC(=O)NC1c1cc(C)ccc1C (stereo not given)
    24% | -10% | 0% | -30% | -24% | 7% | ? | -0.2% | 8% | i | i
> N#Cc1nc(-c2ccccc2F)oc1NC1CCCCC1
    47% | -3%[2.3 µM] | -9% | -17% | -25% | -9% | ? | -1.7% | 32µM* | . | .
> Cc1cccc(C(=O)NCc2nnc(SCC(=O)N3CCN(c4ccccc4)CC3)n2C)c1
    -1% | -2% | -1% | -9% | 2% | -3% | -1% | 1.4% | -7% | i | i
> CCCCN1C(=O)c2ccccc2C1C(=O)NC1CCCC1 (stereo not given)
    -1% | 0% | 0% | 14% | -7% | 3% | 1% | -2.4% | 3% | i | i

Screens (PubChem)

These rows are one share of the data, so the mix of outcomes need not match the whole.
